PI5P4K alpha inh: PI5P4K alpha (human) kinase inhibition; max response, %; PI5P4Kalpha enzyme, ADP-Glo luminescence, 60 min; stronger effect = lower value; 1.2% of 330,000 active; AID 652105; P48426; active means max response of -50% or lower; inconclusive means between -30% and -50%; inactive means -30% or higher; further: value at the top dose of about 77 µM; on the % scale 0 is the no-effect control and ±100 the full control effect
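Quantitative HTS of the MLSMR library against PI5P4Kalpha with substrate. ATP added last at 5 microM final; room temperature, 60 minutes. Remaining ATP depleted, ADP converted and read as luminescence.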
EPAC1 agonist: EPAC1 (human) agonism; O95398; EPAC1 agonist qHTS, biochemical assay; response scale: 100% = response to 6.5 mM cAMP; Potency, µM (top dose mostly 154 µM), without a hit: at the highest dose activation, actives largely listed as activators; 0.073% of 360,000 active; further: potency means the concentration at half of the fitted maximal effect; nearly all actives have a fitted effect of over 60% in size
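Compounds were pinned as a concentration titration into mixtures of EPAC1 (100 nM), BODIPY-GDP-loaded Rap1B (250 nM) and GDP (50 uM). After 5 min at room temperature, fluorescence was followed for 30 min; activity was scaled to 6.5 mM cAMP.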
aSyn yeast inh: alpha-synuclein toxicity inhibition in yeast | Yeast expressing alpha-synuclein, growth rescue, BacTiter-Glo, 24 h | Potency, µM (titrated, usually from 46.1 µM), inactives show top-dose growth rescue (activation), hits mostly activators | 0.14% of 370,000 active | AID 652106; further: potency means the concentration at half of the fitted maximal effect; % of control where 0% means no effect; nearly all actives have a fitted effect of over 65% in size
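Readout is rescue of growth in alpha-synuclein-expressing yeast, so inhibitors of toxicity appear as activators. Growth after 24 hr at 30 deg C in galactose medium is quantified by luminescence.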
EPAC1 antagonist: blocks human EPAC1 exchange factor | O95398 | EPAC1 GEF assay, Rap1b-BODIPY-GDP exchange fluorescence | Potency, µM (doses to about 115 µM), without a hit: at the top dose activity change, negative = inhibition, actives largely listed as inhibitors | 0.14% of 360,000 active;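 further: potency means the concentration at half of the fitted maximal effect; plate controls were vehicle for no effect and positive control for full effect; nearly all actives have a fitted effect of over 50% in size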
WRN helicase inh: inhibitors of human WRN helicase; Q14191; Potency, µM (titrated, usually from 114 µM), without a hit: top-dose activity change, negative = inhibition, hits mostly inhibitors; WRN helicase unwinding, fluorescent forked duplex, kinetic; 0.46% of 360,000 active; AID 651768; further: potency means the concentration at half of the fitted maximal effect; on the % scale 0 is the no-effect control and ±100 the full control effect; nearly all actives have a fitted effect of over 55% in size
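WRN at 20 nM final preincubated with compound 15 min at room temperature; reaction started with 100 nM fluorophore/quencher forked duplex oligonucleotide and 2 mM ATP final. Unwinding followed kinetically by red fluorescence (ex 525, em 598 nm).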
Abeta rescue: compounds reversing amyloid beta toxicity in yeast; 0.063% of 410,000 active; AID 1347071; Potency, µM (series often up to 46.1 µM), inactives show at the top dose growth rescue, actives largely listed as activators; yeast expressing A-beta42, growth rescue, OD600, 48 h; response scale: 0% DMSO, 100% iron-clioquinol control; further: potency means the concentration at half of the fitted maximal effect; nearly all actives have a fitted effect of over 55% in size
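Yeast A-beta toxicity model in growth medium with pinned compounds, 48 h at 30 C; growth read as absorbance at 600 nm. Normalized to FeCl3/clioquinol equimolar mix (positive) and DMSO (negative).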
PLK1 PBD block: inhibitors of human PLK1 polo-box domain binding; P53350; Plk1 PBD binding of FITC phosphopeptide, fluorescence polarization; Potency, µM, inactives show max response, negative = inhibition, actives largely listed as inhibitors; 2.8% of 360,000 active; further: potency means the concentration at half of the fitted maximal effect; series mostly up to about 57 µM; on the % scale 0 is the no-effect control and ±100 the full control effect; nearly all actives have a fitted effect of over 65% in size
FUS suppressor: FUS proteinopathy suppression in yeast; S. cerevisiae FUS-expressing, growth rescue, OD600, 24 h; Potency, µM (series often up to 76.6 µM), inactives show at the top dose growth rescue (activation), hits mostly activators; 0.24% of 390,000 active;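 further: potency means the concentration at half of the fitted maximal effect; plate controls were DMSO vehicle for no effect and reference control for full effect; nearly all actives have a fitted effect of over 55% in size; some results filed as inactive show a strong effect at the top dose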
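Steps: raffinose overnight preculture; dilution to OD 0.005 in 2% galactose minimal medium; compound addition (concentration series); 24hr at 30C, 99% humidity; absorbance read at 600 nm.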
IL2 activator: activates IL-2 in a cell-based reporter assay; IL-2 activation reporter assay, cell-based qHTS; stimulated with anti-CD3/CD4/CD28 beads; in transgenic mouse T cells; activation, % (series mostly up to about 46 µM); 0.065% of 360,000 active; AID 652025; in the data active means activation above about 50%; inconclusive means mostly about 30% to 49%; further: 0% is about no effect
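Readout: EGFP and DsRed signals by fluorescent plate cytometry. Unstimulated transgenic mouse T cells received compound 60 min before antibody-bead stimulation, then incubated 18 h at 37 degrees C.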
* marks the source's active call; other numbers are inactive results; ? = inconclusive; nt = not tested or not shown; & = joins results of further samples; [ ] = another dose, or the depositor's remark. Unless noted, the call rests on the fitted dose curve; in most records, active means well fitted curve in the direction sought with a large enough effect; inconclusive means small, poorly fitted or top-dose-only effect, or another doubt; inactive means no such curve, though single readings can be large; an effect the other way counts as inactive or inconclusive.

SMILES | PI5P4K alpha inh | EPAC1 agonist | aSyn yeast inh | EPAC1 antagonist | WRN helicase inh | Abeta rescue | PLK1 PBD block | FUS suppressor | IL2 activator
O=C(CC1C(=O)N(Cc2ccccc2)C(=S)N1CCN1CCOCC1)Nc1ccc(F)cc1 (stereo not drawn) | ? | -8% | 14% | -8% | -22% | 4% | ? | 27% | 6.3
O=C(CSc1nncs1)NC(=O)NCc1ccccc1 | nt | 1% | 2% | 13% | -2% | -2% | -11% | -3% | -0.2
O=C(Nc1ccccc1C(F)(F)F)c1ccc(F)c(S(=O)(=O)N2CCOCC2)c1 | nt | -8% | 2% | 9% | -5% | 19% | -3% | -3% | -1.6
Cc1ccc(NC(=O)c2ccc(NC(=O)C3CCCCC3C(=O)O)cc2)cc1 (stereo not drawn) | -2 | -6% | -4% | 21% | 7% | 2% | -4% | 12% | -3.4
COc1cccc(NC(=O)C2CCCN(S(=O)(=O)c3cccc4cccnc34)C2)c1 (stereo not drawn) | 0 | 3% | 1% | -12% | -2% | 5% | ? | 16% | -0.4
CCCCN(C(=O)c1ccc(OC(F)(F)F)cc1)c1c(N)n(CCC)c(=O)[nH]c1=O | 2 | -5% | 4% | -13% | -4% | 6% | 8% | 55% | 0.2
COCCOC(=O)c1[nH]c2c(c1C)C(=O)CC(c1ccc(N(C)C)cc1)C2 (stereo not drawn) | -20 | 3% | -2% | 3% | -8% | -1% | -6% | 39% | 2.5
Cc1ccc(Cl)cc1NC(=O)C1CCN(S(C)(=O)=O)CC1 | 2 | 2% | 0% | -14% | 1% | 4% | -19% | 8% | -0.6
Cn1c(=O)n(CC#N)c2ccccc21 | nt | 6% | 5% | 2% | 9% | 8% | 1% | 11% | -0.2
COc1ccc(-c2[nH]ncc2CN2CCC(N3CCSCC3)CC2)c(F)c1 | -5 | 7% | 1% | -10% | -3% | -12% | 15µM* | 8% | -2.7
CC(C)Oc1ccc(S(=O)(=O)N2CCOCC2)cc1NC(=O)Cc1ccsc1 | -4 | 13% | -2% | -8% | ? | 7% | -12% | 33% | 1.2
Cc1ccc(-n2c(N)c(C#N)c(-c3ccc(Cl)cc3)c(C#N)c2=O)cc1 | 7 | -1% | -11% | -3% | -14% | 10% | -1% | 1% | 0.4
CCOC(=O)c1cc(S(=O)(=O)Nc2cccc(OC)c2)cn1C | -1 | -4% | 0% | -11% | -8% | -7% | -8% | -5% | -3.7
COC(=O)c1c(NC(=O)c2ccccc2F)sc2c1C(C(=O)OC)CC2 (stereo not drawn) | -4 | 0% | 6% | 3% | -1% | -5% | 0% | 10% | 0.9
CC1=C(C(=O)Nc2cccc(C(=O)NC(C)C)c2)SCCO1 | 4 | 2% | 7% | -3% | 12% | -15% | -1% | 13% | 1.3
CSc1ccc(/C=C/C(=O)N2CCN(c3ccccn3)CC2)cc1 | -27 | -3% | 5% | -3% | 13% | -11% | 4% | 13% | -0.8
COc1cc(Nc2cccc[n+]2C)cc(OC)c1OC | -5 | 10% | 2% | 2% | 1% | -3% | -4% | -33% | -0.1
COc1cc2c(c(OC)c1OC)-c1ccc(NCc3ccccc3)c(=O)cc1C(NC(C)=O)CC2 (stereo not drawn) | 0 | -3% | -2% | -6% | 3% | -5% | -6% | ? | -2.8
C=CCOc1ccccc1CN1CCC(C(=O)Nc2cccc(-c3ccn[nH]3)c2)CC1 | 7 | 0% | -4% | -19% | -3% | 1% | -8% | 37% | -3.2
Nc1c(N(CCO)C(=O)c2ccccc2OCc2ccccc2Cl)c(=O)[nH]c(=O)n1Cc1ccccc1 | 0 | -1% | -10% | 2% | 7% | 9% | 2% | nt | -0.2
O=C(O)c1ccccc1-c1c2cc(I)c(=O)c(I)c-2oc2c(I)c(O)c(I)cc12 | -99* | 28µM* | -54%&-71%[inhibitor] | 129%[activator] | 4.7µM* | -93%[inhibitor] | 23% | 22% | -0.4
CC(NC(=O)CN1CCc2ccccc21)c1ccccc1 (stereo not drawn) | -13 | 2% | 0% | -18% | -2% | 5% | -13% | 38% | -0.3
CC1CCCN(C(=O)COC(=O)COc2ccc(Cl)cc2)C1 (stereo not drawn) | 4 | -2% | 14% | -7% | 6% | 0% | 1% | -2% | -0.7
c1ccc(-c2ncc3c(ccc4ccccc43)n2)cc1 | -1 | -13% | 2% | 0% | 5% | -14% | 5% | -12% | 1.1
Cc1nc(C)n(CC(O)COc2ccc3c(c2)CCC3)n1 (stereo not drawn) | nt | 2% | 0% | -4% | -2% | 12% | -2% | -12% | 1.4
CC1=C(C(=O)OC(C)C)C(c2coc3ccccc3c2=O)C2=C(CCCC2=O)N1 (stereo not drawn) | 0 | -2% | 3% | -1% | 3% | -14% | -2% | -10% | -0.5
CC(=O)CCc1ccc(OCC(O)CNC2CCCc3ccccc32)cc1 (stereo not drawn) | 2 | 8% | 5% | 1% | -6% | 9% | 3% | nt | -2.1
O=C(CSc1nnc(COc2cccc3cccnc23)o1)c1ccc(F)cc1 | nt | 4% | 2% | -1% | 0% | 15% | -7% | -3% | -0.5
Oc1cccc(Nc2nc(NCC3CCCO3)c3ccccc3n2)c1 (stereo not drawn) | -2 | 9% | 2% | -16% | -28% | -19% | -13% | 1% | 5.5
COc1cc(Cl)c(NC2=CC(=O)C(=O)c3ccccc32)c(OC)c1 | -7 | 1% | 4%[1.84 µM] | 4% | 8% | 3% | -3% | 19% | 0.1
Cc1ccc2oc(=O)c(/C=C(\O)c3sc(C)nc3C)nc2c1 | -2 | -1% | -1% | 1% | 0% | 3% | -12% | 22% | -2.9
Cc1nc(SCCOc2ccccc2F)[nH]c(=O)c1Cc1ccccc1 | -12 | -18% | -7% | 1% | 7% | -9%&-8% | 3% | 3%&-22% | -1.6
CCN(Cc1cnn(C)c1)C(=O)c1ccc2nc(Cc3ccccc3F)oc2c1 | 0 | -4% | 0% | 1% | 12% | 1% | 2% | 11% | -1.8
O=C(NCc1ccccc1)C(c1ccccc1)N(C(=O)c1csnn1)c1ccc(F)cc1 (stereo not drawn) | -7 | -1% | 8% | -12% | 6% | 8% | -9% | 2% | 0.4
CC(C)OC(=O)N(C)C[C@H]1OCc2cn(nn2)CCCC(=O)N([C@H](C)CO)C[C@@H]1C | -12 | -12% | -3% | 8% | 5% | 1% | -17% | -12% | -0.2
Cc1c(C(=O)N2CCCC2)oc2c1-c1nn(CC(=O)NCCCOC(C)C)cc1CC2 | 9 | 0% | 0% | -26% | 4% | 15%&6% | -11% | -1%&-2% | -1.3
CN(C)C(=O)CSc1nnc(Cc2ccccc2)n1CC1CCCO1 (stereo not drawn) | -2 | 7% | -7% | -19% | 7% | 2% | 0% | -43% | -0.2
CC(C)(C)CC(=O)Nc1nnc(SCC(=O)Nc2ccccc2F)s1 | -13 | 12% | 0% | -17% | 0% | 14% | -9% | 2% | -0.7
CC(=O)c1ccc(N2CCN(C(=O)CCC(=O)Nc3ccc4nc(N5CCN(C)CC5)cc(C)c4c3)CC2)cc1 | 0 | 8% | -10% | 17% | -6% | -2% | 2% | 13% | -0.7
O=C1C(c2ccccc2)=NCCN1C(c1ccc(F)cc1)c1nc2ccccc2[nH]1 (stereo not drawn) | 0 | -1% | 2% | 17% | 12% | -8% | -1% | -15% | 1.2
COc1ccc(CN2CCC(=O)N([C@H](CO)Cc3ccccc3)CC2)cc1OC | -2 | 6% | -7% | -14% | 5% | -3% | -4% | 6% | -1.7
Cc1cc2nc(-c3cccc(NC(=O)c4ccc(Br)o4)c3C)oc2cc1C | nt | -10% | -12% | 15% | -12% | -5% | -8% | 22% | -1.4
O=C(NCCc1ccccc1)c1cc(=O)c2ccccc2o1 | 2 | -7% | -3% | 19% | 1% | -26% | -7% | 8% | -3.5
O=C(NCC(c1ccco1)N1CCc2ccccc2C1)c1ccccc1 (stereo not drawn) | -4 | -9% | 8% | -7% | 8% | 9% | -1% | 15% | -4.2
O=C(Nc1ccccc1C(=O)Nc1ccc2c(c1)OCO2)c1ccco1 | 1 | -1% | -5% | -28% | -12% | -7% | -2% | 22% | -0.1
C=CCNC(=O)/C(C#N)=C/c1c(C)nn(-c2ccc(Cl)cc2)c1Cl | -27 | 4% | -18% | -2% | -6% | -8% | -7% | 15% | -0.4
O=C(NNC(=O)C1CCCO1)c1ccc(Br)cc1 (stereo not drawn) | 1 | 15% | -7% | -10% | -16% | 7% | 1% | nt | -1.4
CCOC(=O)C1=C(C)Nc2ccccc2N=C1NC(=O)c1cc(C)on1 | 7 | -3% | 2% | 0% | -10% | 6% | 1% | -10% | 0.3
CCOC(=O)N1CCN(C(=O)CS(=O)(=O)Cc2nc(-c3ccccc3C)oc2C)CC1 | 3 | -9% | 1% | 3% | 2% | -11% | -11% | 27% | -1.1
CCOC(=O)c1nnn(-c2nonc2OC)c1-c1ccccc1 | 0 | 14% | 5% | -19% | 3% | 6% | -2% | 18% | -1.5
COc1cc(CC(=O)N2CCN(S(=O)(=O)c3ccc(C(C)C)cc3)CC2)cc(OC)c1OC | 3 | 12% | -6% | 3% | -3% | -5% | -14% | 6% | -3.1
O=C(COc1ccc(F)cc1Cl)N(Cc1nnc(-c2ccccc2Cl)o1)C1CC1 | 5 | 16% | -1% | 1% | 0% | -5% | -13% | 37% | -1.3

Ordered by length of the SMILES (descending): part of the list above.
SMILES | PI5P4K alpha inh | EPAC1 agonist | aSyn yeast inh | EPAC1 antagonist | WRN helicase inh | Abeta rescue | PLK1 PBD block | FUS suppressor | IL2 activator
O=C(Nc1ccccc1C(=O)Nc1ccc2c(c1)OCO2)c1ccco1 | 1 | -1% | -5% | -28% | -12% | -7% | -2% | 22% | -0.1
O=C(NCC(c1ccco1)N1CCc2ccccc2C1)c1ccccc1 (stereo not drawn) | -4 | -9% | 8% | -7% | 8% | 9% | -1% | 15% | -4.2
CCOC(=O)c1nnn(-c2nonc2OC)c1-c1ccccc1 | 0 | 14% | 5% | -19% | 3% | 6% | -2% | 18% | -1.5

Screens as filed in PubChem BioAssay.
